GLD-1 RNA inh = GLD-1-TGE RNA interaction inhibition (C. elegans) | Q17339 | inhibition, % at 5.96 µM | purified GLD-1 + fluorescein TGE RNA, fluorescence polarization | actives 0.44% (n = 320,000);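 active = percent inhibition above a per-plate cutoff, the plate mean of test compounds plus 3 SD, cut at about 30% in these data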;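 also: 0% = DMSO wells with GLD-1 and probe and 100% = wells lacking GLD-1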
Yeast superoxide = caloric restriction mimetics inhibiting age-related superoxide in yeast; actives 0.18% (n = 330,000); S. cerevisiae aged cells, superoxide DHE fluorescence; stronger effect = lower value; superoxide response (% of plate mean), % at 10 µM; AID 2690;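 active = superoxide response under a set limit, about three screen SD below normal, cut at about 65% in these data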;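 also: yeast aged for seven days with compound at 30 °C before DHE staining; 100% = average MFI of all compound-treated wells on the plate with controls excluded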
ZTA DNA inh = blocks Epstein-Barr virus ZTA, an EBNA-1 counter-screen; AID 2234; ZTA-DNA binding, fluorescence polarization; actives 0.15% (n = 320,000); inhibition, % at 11 µM; P03206; in the data active = inhibition above about 33%
Bcl-xL primary = inhibitors of human Bcl-xL. Q07817. GST-Bcl-xL / FITC-Bim BH3 peptide fluorescence polarization. inhibition, % at 10.9 µM. actives 0.7% (n = 320,000);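 active = inhibition above the mean of all tested compounds plus 3 SD, cutoff set per campaign, cut at about 30% in these data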;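 also: 0% = DMSO wells and 100% = unlabeled Bim-BH3 peptide competitor; inhibitors lower millipolarization by displacing the labeled peptide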
Target sequence (Q07817 whole entry, looked up): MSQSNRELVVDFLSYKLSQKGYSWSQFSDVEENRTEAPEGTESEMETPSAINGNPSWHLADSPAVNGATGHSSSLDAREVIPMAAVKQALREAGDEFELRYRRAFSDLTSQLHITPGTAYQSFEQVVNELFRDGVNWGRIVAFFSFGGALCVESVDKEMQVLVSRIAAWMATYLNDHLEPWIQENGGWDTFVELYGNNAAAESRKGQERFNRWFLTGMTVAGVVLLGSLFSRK
MEX-5 binding = C. elegans MEX-5 TCR-2 RNA binding activity | Q9XUB2 | MEX-5/FITC-TCR2 RNA binding, fluorescence polarization; stronger effect = lower value | activity score (negative = inhibition of binding), % at 10 µM | actives 0.38% (n = 300,000) | AID 1832;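 active = inhibition past about -25% in most replicates, and total fluorescence under double the plate's negative control median, limit read from the data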;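 also: 0% = DMSO and -100% = 5 µM competing unlabeled TCR2 RNA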
Target sequence (Q9XUB2 whole entry, looked up): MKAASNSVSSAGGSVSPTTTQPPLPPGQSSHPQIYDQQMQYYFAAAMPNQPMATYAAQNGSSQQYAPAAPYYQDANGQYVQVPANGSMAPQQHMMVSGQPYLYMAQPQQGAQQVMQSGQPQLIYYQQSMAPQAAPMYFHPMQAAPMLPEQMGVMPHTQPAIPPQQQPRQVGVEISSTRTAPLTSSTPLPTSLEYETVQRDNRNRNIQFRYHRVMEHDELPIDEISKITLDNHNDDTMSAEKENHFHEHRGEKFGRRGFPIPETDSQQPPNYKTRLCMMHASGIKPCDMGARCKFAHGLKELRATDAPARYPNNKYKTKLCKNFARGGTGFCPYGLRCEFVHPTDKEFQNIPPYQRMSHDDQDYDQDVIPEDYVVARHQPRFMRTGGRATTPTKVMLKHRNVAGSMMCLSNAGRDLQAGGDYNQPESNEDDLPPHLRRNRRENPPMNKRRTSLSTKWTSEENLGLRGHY
EBNA-1 inhibitor = blocks EBNA-1 binding to DNA; EBNA-1 DNA binding, fluorescence polarization; inhibition, % at 14.8 µM; actives 0.34% (n = 300,000); AID 1950; in the data active = inhibition above about 28%
Efflux pump mplx = blocks antifungal efflux pumps in multiplex yeast assay; S. cerevisiae Candida pump triplex, Nile Red efflux; inhibition, % at 10 µM; actives 0.44% (n = 330,000);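 active = plate passing quality check with inhibition over a set limit, or well fluorescence over plate mean plus 4 SD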;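 also: Nile Red retained in pooled yeast measured as flow cytometry median fluorescence; 0% = buffer negative control and 100% = Enniatin B positive control; higher means more Nile Red kept so more efflux inhibition; some compounds called inactive have numbers as strong as hits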
Fam108B inh = Fam108B inhibition, counter-screen for RBBP9 inhibitors | inhibition, % at 9.51 µM | actives 0.33% (n = 300,000) | recombinant Fam108B, FP-Rh probe fluorescence polarization;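 active = inhibition above the screen mean inhibition plus 3 SD, computed separately per campaign, cut at about 18% in these data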;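 also: inhibitors lower polarization as less probe binds the enzyme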
MCL1-BIM inh = MCL1-BIM-BH3 interaction inhibition (human). GST-MCL1 / FITC-Bim-BH3 fluorescence polarization. Q07820. inhibition, % at 10.9 µM. actives 0.68% (n = 320,000);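 active = inhibition above the mean inhibition of all tested compounds plus 3 SD, set per campaign, cut at about 40% in these data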;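 also: 0% = DMSO wells and 100% = unlabeled Bim-BH3 peptide control; higher means more loss of mP so more displacement of Bim peptide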
Target sequence (Q07820 whole entry, looked up): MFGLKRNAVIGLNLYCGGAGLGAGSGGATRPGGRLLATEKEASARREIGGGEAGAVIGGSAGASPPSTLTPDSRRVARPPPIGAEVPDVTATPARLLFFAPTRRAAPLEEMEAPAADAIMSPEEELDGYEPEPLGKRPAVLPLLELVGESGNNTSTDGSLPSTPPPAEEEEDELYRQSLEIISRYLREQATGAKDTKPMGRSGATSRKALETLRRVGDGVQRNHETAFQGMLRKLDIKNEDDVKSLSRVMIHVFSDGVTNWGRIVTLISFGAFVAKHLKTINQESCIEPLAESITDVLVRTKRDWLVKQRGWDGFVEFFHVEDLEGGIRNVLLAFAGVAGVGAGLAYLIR
The depositor's hits bear a star; i = inactive; . = no result given. Hits appear at their usual frequency; any-hit rate near 2.3%.

1) CCOc1cccc(C2C(C(=O)c3cccs3)=C(O)C(=O)N2Cc2cccnc2)c1 (stereo not drawn)
2) CCOC(=O)N1CCN(c2c(NCCc3ccccc3)c(=O)c2=O)CC1
3) Cc1ccc(N2C(=O)[C@@H]3C(c4cccnc4)=NO[C@@H]3C2=O)c(C)c1
4) CN1CCC(NC(=O)c2cc(-c3cccc(Br)c3)nc3ccccc23)CC1
5) Cn1nccc1C(=O)NC1CCN(Cc2ccccc2)CC1
6) O=c1c2ccccc2cnn1-c1ccc(Br)cc1

Screen / compound no.	1	2	3	4	5	6
GLD-1 RNA inh	3	1	-6	-13	-4	0
Yeast superoxide	98	100	105	92	101	108
ZTA DNA inh	14	-23	1	8	11	-3
Bcl-xL primary	2	2	6	0	2	6
MEX-5 binding	0.4	-0.3	1.0	0.2	2.4	2.8
EBNA-1 inhibitor	-1	7	-5	-7	10	6
Efflux pump mplx	-0.1	0.0	0.1	0.3	0.2	0.1
Fam108B inh	3	1	2	-4	1	-8
MCL1-BIM inh	-1	0	9	7	7	11

One compound at a time, as listed above. Values in the order: GLD-1 RNA inh | Yeast superoxide | ZTA DNA inh | Bcl-xL primary | MEX-5 binding | EBNA-1 inhibitor | Efflux pump mplx | Fam108B inh | MCL1-BIM inh
Cc1ccc(N2C(=O)[C@@H]3C(c4cccnc4)=NO[C@@H]3C2=O)c(C)c1 across the screens: -6 | 105 | 1 | 6 | 1.0 | -5 | 0.1 | 2 | 9
Cn1nccc1C(=O)NC1CCN(Cc2ccccc2)CC1 across the screens: -4 | 101 | 11 | 2 | 2.4 | 10 | 0.2 | 1 | 7
CN1CCC(NC(=O)c2cc(-c3cccc(Br)c3)nc3ccccc23)CC1 across the screens: -13 | 92 | 8 | 0 | 0.2 | -7 | 0.3 | -4 | 7
O=c1c2ccccc2cnn1-c1ccc(Br)cc1 across the screens: 0 | 108 | -3 | 6 | 2.8 | 6 | 0.1 | -8 | 11
CCOc1cccc(C2C(C(=O)c3cccs3)=C(O)C(=O)N2Cc2cccnc2)c1 (stereo not drawn) across the screens: 3 | 98 | 14 | 2 | 0.4 | -1 | -0.1 | 3 | -1

Remaining list, next part:
7) CCN(CC)c1ncnc2sc(C(=O)N3CCN(c4ccc(OC)cc4)CC3)c(C)c12
8) CCCCNC(=O)c1onc(CSc2cccc(F)c2)c1C(=O)O
9) CCOc1ccc(NS(=O)(=O)c2ccc(OCC)c3ncccc23)cc1
10) Cc1ccc(OCCn2cnc3sc(C(N)=O)c(C)c3c2=O)cc1
11) Cc1c(C(=O)N2CCOCC2)oc2ccc(S(=O)(=O)N3CCCC3)cc12
12) CCCCSc1ccc2nc(-c3ccc(C#N)cc3)cn2c1

Screen / compound no.	7	8	9	10	11	12
GLD-1 RNA inh	4	3	8	-6	7	-2
Yeast superoxide	78	88	99	92	100	91
ZTA DNA inh	17	6	-25	-10	2	12
Bcl-xL primary	-2	4	0	3	2	4
MEX-5 binding	0.8	-1.1	1.3	1.2	-0.8	0.6
EBNA-1 inhibitor	4	2	-9	-4	1	2
Efflux pump mplx	0.2	0.0	-0.2	0.2	0.1	-0.1
Fam108B inh	1	0	-3	-2	2	-5
MCL1-BIM inh	-9	4	-1	2	-3	3

13) CNC(=O)C1=C(C)Nc2nc3ccccc3n2C1c1cccc(OC)c1 (stereo not drawn)
14) O=C(NNc1ccc([N+](=O)[O-])cc1)C12CC3CC(CC(C3)C1)C2
15) O=C1CCCC(O)=C1C=NCc1ccccc1
16) O=c1oc2ccccc2n1CCCOc1ccccc1
17) CCN(CC)CCCN1C(=O)C(O)=C(C(=O)c2ccco2)C1c1ccc(C)o1 (stereo not drawn)
18) Cc1ccc(SCc2cc(=O)n(C)[nH]2)cc1

Screen / compound no.	13	14	15	16	17	18
GLD-1 RNA inh	6	2	9	6	6	0
Yeast superoxide	101	87	90	90	111	94
ZTA DNA inh	4	-1	8	-5	5	-20
Bcl-xL primary	2	-1	7	0	14	2
MEX-5 binding	4.3	-4.0	-4.1	0.7	-2.4	1.7
EBNA-1 inhibitor	0	0	10	11	-2	6
Efflux pump mplx	0.0	-0.4	0.0	-0.2	0.0	-0.1
Fam108B inh	1	1	2	-1	1	2
MCL1-BIM inh	0	-3	6	-5	11	6

19) CN(CC(=O)Nc1ccccc1Br)C(=O)CCSc1ccc(F)cc1
20) Cc1nnc(N2C(=O)c3ccc(Br)cc3C2=O)s1
21) COC(=O)c1ccccc1OCCOCCOc1cccc2ccc(C)nc12
22) O=C(NCCN1CCOCC1)c1ccc(Cl)cc1[N+](=O)[O-]
23) CCC1CCCCN1CCNS(=O)(=O)c1ccc2c(c1)CCN2C(C)=O (stereo not drawn)
24) O=C(O)c1ccc(S(=O)(=O)N2CCOCC2)o1

Screen / compound no.	19	20	21	22	23	24
GLD-1 RNA inh	7	-2	6	2	5	-3
Yeast superoxide	97	95	110	117	97	91
ZTA DNA inh	4	-1	-11	-8	-15	9
Bcl-xL primary	2	-1	2	-4	5	2
MEX-5 binding	1.0	-0.8	0.5	-2.1	-1.3	-1.0
EBNA-1 inhibitor	-6	-20	9	7	1	-5
Efflux pump mplx	0.1	0.7	0.1	0.0	-0.1	0.1
Fam108B inh	2	1	1	-3	-4	0
MCL1-BIM inh	-2	2	0	-5	10	-1

25) CCc1ccccc1NC(=O)CN(C)C(=O)CSc1nnc(Nc2ccc(C)cc2)s1
26) COc1ccc(S(N)(=O)=O)cc1C(=O)NCC(C)(C)N1CCOCC1
27) Cc1ccc(C2c3c(oc4ccc(Cl)cc4c3=O)C(=O)N2CCCN2CCOCC2)o1 (stereo not drawn)
28) NS(=O)(=O)c1cnccc1Oc1cccc(Cl)c1
29) O=C(c1ccccc1)c1coc2c1C(=O)c1ccccc1C2=O
30) O=C1C2CC=C(Cl)CC2C(=O)N1CCCCCCN1C(=O)C2CC=C(Cl)CC2C1=O (stereo not drawn)

Screen / compound no.	25	26	27	28	29	30
GLD-1 RNA inh	-1	-6	7	-2	2	15
Yeast superoxide	91	90	80	89	103	110
ZTA DNA inh	-13	-11	-14	-14	-22	-7
Bcl-xL primary	-1	7	21	0	-1	30
MEX-5 binding	-1.6	0.3	-6.7	.	-0.3	-28*
EBNA-1 inhibitor	-11	7	-11	-8	5	-9
Efflux pump mplx	0.2	-0.1	0.0	0.1	0.1	0.1
Fam108B inh	0	-1	-1	6	7	0
MCL1-BIM inh	-12	4	10	-3	0	40*

31) COCCn1c(C)cc(C(=O)COC(=O)c2ccc(-n3nc(C)cc3C)cc2)c1C
32) CCCCOC(=O)c1ccc(NC(=O)c2c(Cl)ccc(Cl)c2OC)cc1
33) COc1cc(C(=O)NNC(=S)NCc2ccco2)cc(OC)c1OC
34) COCCCn1c(=O)c2ccccc2n(CC(=O)Nc2ccc3c(c2)OCCO3)c1=O
35) CN(C)CCNC(=O)c1ccccc1
36) Cc1ccc(C(=O)NC(NC(=O)c2ccc(C)cc2)C(Cl)Cl)cc1

Screen / compound no.	31	32	33	34	35	36
GLD-1 RNA inh	-5	2	0	-3	0	1
Yeast superoxide	103	94	97	104	106	101
ZTA DNA inh	22	0	-2	-6	2	-12
Bcl-xL primary	5	-3	-2	4	4	1
MEX-5 binding	0.8	0.2	2.1	-1.2	-0.6	0.9
EBNA-1 inhibitor	-4	8	-8	-6	11	-13
Efflux pump mplx	0.1	0.1	0.2	0.1	0.0	-0.1
Fam108B inh	4	-19	0	-2	11	-14
MCL1-BIM inh	6	-7	2	10	1	0

37) O=C(CSc1nnnn1-c1cccc2c1CCCC2)N1CCCC1
38) Cc1ccccc1C(=O)NN1CC(C(=O)OCc2ccc(Cl)c(Cl)c2)CC1=O (stereo not drawn)
39) Cc1cc(C)n(-c2ccc(C(=O)Nc3ccc(N4CCOCC4)cc3)cc2)n1
40) Cc1cc2nccc(-c3ccccn3)n2n1
41) COc1ccc(C(=O)NC2CCCc3c2cnn3-c2cccc(C)c2C)c(OC)n1 (stereo not drawn)
42) CCn1ccnc1CNC(=O)CC1C(=O)NCCN1Cc1ccc(F)cc1Cl (stereo not drawn)

Screen / compound no.	37	38	39	40	41	42
GLD-1 RNA inh	-5	-3	2	8	0	11
Yeast superoxide	93	104	94	85	91	111
ZTA DNA inh	6	-18	-4	-16	0	-10
Bcl-xL primary	3	0	3	3	3	16
MEX-5 binding	-0.6	0.2	-3.4	0.7	4.1	-0.7
EBNA-1 inhibitor	11	-7	-5	1	4	-5
Efflux pump mplx	0.1	-2.6	-0.1	0.3	-0.1	0.3
Fam108B inh	4	-1	1	2	-3	3
MCL1-BIM inh	4	-5	3	5	1	17

43) COc1ccccc1N1CCN(S(=O)(=O)Cc2ccccc2Cl)CC1
44) O=C(c1ccc([N+](=O)[O-])cc1)c1cc2ccc(O)cc2oc1=O
45) CC(=O)Cn1cnc2c(cnn2-c2ccccc2)c1=O
46) CN(CCOc1ccccc1)C(=O)C1CCN(C(=O)c2ccc(Cl)cc2)CC1
47) CCOc1ccc(C(=O)c2ccc(OCC)c(N)c2)cc1N
48) O=C(Nc1ccc(N=Nc2ccccc2)cc1)c1cccc(Cl)c1

Screen / compound no.	43	44	45	46	47	48
GLD-1 RNA inh	0	1	-10	2	2	2
Yeast superoxide	97	99	89	107	103	101
ZTA DNA inh	18	4	4	-8	9	-11
Bcl-xL primary	4	6	-2	8	5	0
MEX-5 binding	1.1	1.5	-1.9	-5.1	-0.8	-0.6
EBNA-1 inhibitor	4	4	2	-4	-6	3
Efflux pump mplx	0.1	-0.2	0.1	-0.1	0.1	0.1
Fam108B inh	-2	1	4	4	0	4
MCL1-BIM inh	-2	4	3	13	6	3

49) O=C(CN(C(=O)CNC(=O)c1ccco1)c1ccc(F)cc1)NC1CCCC1
50) CCCCn1c(SCC(=O)c2ccc(O)cc2O)nc2cc(S(N)(=O)=O)ccc21
51) S=C(c1ccc(-c2cccc(Cl)c2)o1)N1CCOCC1
52) COc1cc(C)c(S(=O)(=O)NCc2cccs2)cc1C
53) COc1cc(CNC(=O)c2ccc(Cn3nc(C)c(Cl)c3C)o2)cc(OC)c1
54) CC(=O)Nc1ccc(NC(=O)CCc2nc3ccccc3c(=O)[nH]2)cc1

Screen / compound no.	49	50	51	52	53	54
GLD-1 RNA inh	3	-2	3	-7	5	7
Yeast superoxide	97	99	i	120	95	113
ZTA DNA inh	3	16	-9	8	3	10
Bcl-xL primary	19	-11	1	2	8	3
MEX-5 binding	1.0	1.7	1.5	-0.4	1.1	-0.8
EBNA-1 inhibitor	1	-8	17	-3	7	0
Efflux pump mplx	-0.3	-0.1	0.0	0.2	-0.1	0.0
Fam108B inh	-3	-3	-2	6	1	-2
MCL1-BIM inh	-2	-11	6	2	9	-12

55) c1ccc2oc(-c3nn4c(Cn5cnc6ccccc65)nnc4s3)cc2c1
56) CCCC(NS(=O)(=O)c1ccc(OC)cc1)C(=O)O (stereo not drawn)
57) O=C(COC(=O)c1cc(Br)ccc1O)Nc1ccc2c(c1)OCO2
58) O=C1CSC(c2cccc(F)c2)N1c1ccc(O)cc1 (stereo not drawn)
59) CCCCn1nc(C(=O)Nc2cc(S(=O)(=O)N(C)C)ccc2C)c2ccccc2c1=O
60) O=C1c2ccsc2SCCN1Cc1c(F)cccc1Cl
61) CCN1CCc2c(C#N)c(N3CCCCC3)nc(NCc3ccccc3)c2C1

Screen / compound no.	55	56	57	58	59	60	61
GLD-1 RNA inh	-1	5	-1	8	1	4	14
Yeast superoxide	108	95	129	107	100	89	110
ZTA DNA inh	-6	-17	2	-4	-10	-6	-8
Bcl-xL primary	-6	8	5	0	2	0	22
MEX-5 binding	-3.2	-0.4	.	-1.8	-1.5	-0.2	-0.6
EBNA-1 inhibitor	-5	12	.	-6	-8	-20	0
Efflux pump mplx	0.1	0.0	0.1	0.1	-0.1	0.2	-0.1
Fam108B inh	-3	2	.	-3	0	-1	2
MCL1-BIM inh	-4	0	6	0	3	2	16
